# FXIa inh – factor XIa (human) inhibition | P03951 | purified FXIa, Boc-Glu-Ala-Arg-AMC fluorogenic substrate | inhibition, % at 5 µM | actives 0.14% (n = 220,000) | AID 798;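 active = inhibition of at least 40%; inactive = inhibition below 40%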;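 note: fluorescence of freed AMC excited at 355 nm; 0% = enzyme without compound and 100% = no enzyme blank; many of its hits are not listed in these tables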
# eIF4E 4G PPI – eIF4E/eIF4G interaction inhibition in translation initiation; actives 0.37% (n = 220,000); AID 782; TR-FRET eIF4E-eIF4GI(517-606) binding, 2 h; inhibition, % at 21.7 µM; P63073+Q04637;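 active = inhibition above about 30%, limit read from the data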;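 note: 0% = full FRET control wells and 100% = background wells lacking eIF4GI fragment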
# Wee1 stabilizer – human Wee1 degradation inhibition, primary screen; AID 1321; HeLa Luc-Wee1K328M stability, luciferase luminescence; 100% = proteasome inhibitor MG132 effect; P30291; actives 1.2% (n = 220,000); reporter increase, % at 5 µM;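 active = activation above the mean of all tested compounds plus 3 SD, set per screening run, cut at about 8.8% in these data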;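 note: cells exposed to compound for 20 h before luminescence read; 0% = DMSO alone and 100% = MG132 at 30 µM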
# FXIIa inh 1536 – blocks human coagulation factor XIIa protease activity | P00748 | purified FXIIa, Boc-QGR-AMC fluorogenic substrate, 2 h | inhibition, % at 5 µM | actives 0.3% (n = 220,000); in the data active = inhibition above about 40%;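 note: 0% = enzyme with no compound and 100% = blank without enzyme; many of its hits are not listed in these tables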
# p97 inhibitor – inhibitors of human p97 ATPase | P55072 | recombinant p97 ATPase, Kinase-Glo ATP luminescence, 3 h | inhibition, % at 8 µM | actives 0.42% (n = 220,000); in the data active = inhibition above about 15%;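 note: 0% = DMSO vehicle and 100% = wells lacking enzyme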
# 14-3-3 Bad PPI – disrupts binding of bovine 14-3-3 zeta to phospho-Bad peptide | actives 0.71% (n = 220,000) | P63103 | AID 781 | inhibition, % at 21.7 µM | TR-FRET 14-3-3zeta/Dy647-pBad peptide displacement, 1 h;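 active = inhibition above about 70%, limit read from the data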;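 note: 0% = full 14-3-3 plus peptide FRET controls and 100% = background without 14-3-3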
# Target sequence (P63103 whole entry, looked up): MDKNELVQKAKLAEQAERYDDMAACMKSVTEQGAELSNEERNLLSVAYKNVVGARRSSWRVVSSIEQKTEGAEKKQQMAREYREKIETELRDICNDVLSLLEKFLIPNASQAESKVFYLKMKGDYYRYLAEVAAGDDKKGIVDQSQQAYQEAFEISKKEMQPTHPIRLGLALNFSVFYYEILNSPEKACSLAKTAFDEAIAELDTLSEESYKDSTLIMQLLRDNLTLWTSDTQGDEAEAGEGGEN
# Rad51 HR inh – Rad51 (human) homologous recombination inhibition | Q06609 | hRad51 DNA strand exchange, fluorescence dequenching | actives 0.085% (n = 200,000) | inhibition, % at 10 µM;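 active = inhibition above 40% at the single screening dose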;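 note: 0% = DMSO control wells and 100% = blanks with heterologous ssDNA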
#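 Test system: preformed human Rad51 ssDNA filaments; also added: Donor/quencher-labelled 47-bp dsDNA substrate; doses: 10 µM final, single point; times: 37 °C 15-min filament assembly, 30-min compound preincubation, 15-min exchange; detection: FRET fluorescence dequenching, excitation 485 nm, emission 520 nm; read-out basis: Fluorescence-based percent inhibition, control- and blank-normalised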
# MDM2 E3 inh – blocks human Mdm2 ubiquitin ligase activity | Q00987 | cell-based MDM2 ubiquitination luciferase reporter, 2 h; 0 = plate control, 100 = twice control, blank-subtracted | signal enhancement, % at 5 µM | actives 0.11% (n = 210,000) | AID 1230;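 active = signal enhancement of 30% or more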;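 note: luminescence tracks abundance of the self-degrading MDM2-luciferase fusion protein; higher signal means inhibition of MDM2 E3 ligase activity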
# Target sequence (Q00987 whole entry, looked up, the tested form may be a part): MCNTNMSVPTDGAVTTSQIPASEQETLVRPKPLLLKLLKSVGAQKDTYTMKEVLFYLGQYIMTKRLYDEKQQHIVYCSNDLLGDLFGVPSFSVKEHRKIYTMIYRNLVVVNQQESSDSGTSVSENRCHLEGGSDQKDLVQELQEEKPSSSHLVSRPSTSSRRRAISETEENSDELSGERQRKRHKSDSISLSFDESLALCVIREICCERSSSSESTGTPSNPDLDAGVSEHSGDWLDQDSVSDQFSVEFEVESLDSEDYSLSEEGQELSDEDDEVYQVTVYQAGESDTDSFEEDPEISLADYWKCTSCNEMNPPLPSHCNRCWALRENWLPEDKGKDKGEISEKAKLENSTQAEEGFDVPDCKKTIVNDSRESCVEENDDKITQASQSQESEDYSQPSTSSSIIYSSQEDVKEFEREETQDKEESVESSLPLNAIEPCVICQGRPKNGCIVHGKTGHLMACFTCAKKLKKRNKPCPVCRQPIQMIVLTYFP
#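 Timing – 2 h compound exposure at 37 °C · Assay system – mammalian cells stably expressing self-ubiquitinating, self-degrading MDM2 E3–luciferase fusion · Amount – 2000 cells seeded into each well · Measure – % luminescence enhancement versus blank-corrected plate control mean · Measured by – SteadyLite luminescence, 15 min reagent step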
# hK5 inh – inhibitors of human kallikrein 5; actives 0.59% (n = 210,000); recombinant hK5, fluorogenic AMC substrate cleavage; inhibition, % at 5 µM; AID 873; Q9Y337;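 active = inhibition of 40% or more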;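 note: 0% = enzyme controls without compound and 100% = no-enzyme blanks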
# Target sequence (Q9Y337 67-293 limits assumed): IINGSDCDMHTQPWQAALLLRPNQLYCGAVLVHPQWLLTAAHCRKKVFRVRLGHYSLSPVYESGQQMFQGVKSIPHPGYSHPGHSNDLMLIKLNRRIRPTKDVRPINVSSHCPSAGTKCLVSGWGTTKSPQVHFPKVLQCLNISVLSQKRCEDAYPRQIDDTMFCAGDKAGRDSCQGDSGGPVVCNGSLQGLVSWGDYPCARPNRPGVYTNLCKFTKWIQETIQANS
# An asterisk follows results filed as active; x = no result given; & = joins results of further samples; [ ] = dose if it differs, or a comment.
# Preview, twelve compounds:
SMILES,FXIa inh,eIF4E 4G PPI,Wee1 stabilizer,FXIIa inh 1536,p97 inhibitor,14-3-3 Bad PPI,Rad51 HR inh,MDM2 E3 inh,hK5 inh
CCOC(=O)N1CCN(C(=O)CN(C2CCCCC2)S(=O)(=O)c2ccc(Cl)cc2)CC1,5,5,-3,10,-1,1,-18,-9,4
CCOC(=O)CSc1ncnc2c1cnn2-c1ccccc1,-12,-5,1,-4,0,-1,12,-17,0
CC1CCCC(C)N1C(=O)Cn1c(SCC(=O)Nc2ccc3c(c2)OCO3)nc2ccccc21 (stereo not drawn),2,1,-3,10,-1,-5,1,1,12
Cc1noc(/C=C/N(C)C)c1S(=O)(=O)N1CCCC(C(=O)NCc2ccco2)C1 (stereo not drawn),3,-4[fluorescence artefact?],-2,11,0,9[fluorescence artefact?],1,-19,-4
CC1Cc2cc(/C=C3/SC(=S)N(C)C3=O)ccc2O1 (stereo not drawn),-7,1,4,6,-8,-2,-5,-33,18
N#Cc1cc(-c2ccccc2)oc1/N=C/c1ccccc1O,3,x,-1,15,-3,x,-1,-12,-5
S=c1[nH]nc(-c2ccccc2Cl)n1CC1CCCO1 (stereo not drawn),4,3,-1,0,0,1[fluorescence artefact?],-6,16,-3
CCOc1ccc(NC(=O)CCN2CCN(c3ccccc3)CC2)cc1,-13,-2[fluorescence artefact?],-3,8,0,-2[fluorescence artefact?],-2,-8,-14
NC(=O)CC(NC(=O)c1ccc(Br)cc1)c1ccc(N2CCN(c3ccccn3)CC2)c([N+](=O)[O-])c1 (stereo not drawn),5,-6,x,10,x,-2,6,7,2
Nc1nnn(CC(=O)N/N=C/c2ccco2)n1,0,-1,0,14,7,2,4,-14,4
CCOC(=O)c1ccc(NC(=O)CSc2nnc(C)n2-c2ccccc2)cc1,-1,1,-2,-3,4,3,1,-8,3
O=C1CCN(C(=O)Nc2ccccc2)N1,11,11,-3,28,0,-3[fluorescence artefact?],3,-11,34

# Main list, repeating the preview:
SMILES,FXIa inh,eIF4E 4G PPI,Wee1 stabilizer,FXIIa inh 1536,p97 inhibitor,14-3-3 Bad PPI,Rad51 HR inh,MDM2 E3 inh,hK5 inh
CCOC(=O)N1CCN(C(=O)CN(C2CCCCC2)S(=O)(=O)c2ccc(Cl)cc2)CC1,5,5,-3,10,-1,1,-18,-9,4
CCOC(=O)CSc1ncnc2c1cnn2-c1ccccc1,-12,-5,1,-4,0,-1,12,-17,0
CC1CCCC(C)N1C(=O)Cn1c(SCC(=O)Nc2ccc3c(c2)OCO3)nc2ccccc21 (stereo not drawn),2,1,-3,10,-1,-5,1,1,12
Cc1noc(/C=C/N(C)C)c1S(=O)(=O)N1CCCC(C(=O)NCc2ccco2)C1 (stereo not drawn),3,-4[fluorescence artefact?],-2,11,0,9[fluorescence artefact?],1,-19,-4
CC1Cc2cc(/C=C3/SC(=S)N(C)C3=O)ccc2O1 (stereo not drawn),-7,1,4,6,-8,-2,-5,-33,18
N#Cc1cc(-c2ccccc2)oc1/N=C/c1ccccc1O,3,x,-1,15,-3,x,-1,-12,-5
S=c1[nH]nc(-c2ccccc2Cl)n1CC1CCCO1 (stereo not drawn),4,3,-1,0,0,1[fluorescence artefact?],-6,16,-3
CCOc1ccc(NC(=O)CCN2CCN(c3ccccc3)CC2)cc1,-13,-2[fluorescence artefact?],-3,8,0,-2[fluorescence artefact?],-2,-8,-14
NC(=O)CC(NC(=O)c1ccc(Br)cc1)c1ccc(N2CCN(c3ccccn3)CC2)c([N+](=O)[O-])c1 (stereo not drawn),5,-6,x,10,x,-2,6,7,2
Nc1nnn(CC(=O)N/N=C/c2ccco2)n1,0,-1,0,14,7,2,4,-14,4
CCOC(=O)c1ccc(NC(=O)CSc2nnc(C)n2-c2ccccc2)cc1,-1,1,-2,-3,4,3,1,-8,3
O=C1CCN(C(=O)Nc2ccccc2)N1,11,11,-3,28,0,-3[fluorescence artefact?],3,-11,34
CCc1nn(C)c(N)c1C,-1,-1,4,10,-1,-3,-40,-8,3
COC(=O)C1=C(C)NC(C)=C(C(=O)OC)C1c1cc2ccc(C)cc2[nH]c1=O,-20,4,1,-20,-4,-18,3,-16,-13
COc1cc(NC(=O)CCCC(=O)OCC(F)(F)C(F)F)nc(OC)n1,5,-16,7,10,-2,-18[fluorescence artefact?],-1,-17,-8
Cc1onc(-c2c(Cl)cccc2Cl)c1C(=O)N=S(C)(=O)c1ccccc1 (stereo not drawn),2,4,-3,3,0,-3,3,-19,0
COc1ccc(CNCC(O)COc2cccc3c2OC(C)(C)C3)cc1 (stereo not drawn),2,-2,-4,11,-2,-13,-4,-7,6
CC1CCCCN1S(=O)(=O)c1coc(C(N)=O)c1 (stereo not drawn),3,8[fluorescence artefact?],3,33,-10,2,2,-13,42*
CCOc1ccc(/C=C(\C#N)C(=O)c2c(C)[nH]c3ccccc23)cc1OC,6,11,3,14,0,-14,2,2,-11
c1ccc(CC2CCN(c3nc4ccccc4n4cnnc34)CC2)cc1,1,3,0,13,-5,2,0,-17,7
CN(C)/C=C(\C#N)S(=O)(=O)c1ccccc1,1,-1,6,11,4,-5,x,x,x
O=C(CNCC1CCCO1)N1CCN(S(=O)(=O)c2ccc3ccccc3c2)CC1 (stereo not drawn),0,6,-3,-12,3,73*,-4,-27,0
COc1ccc(-c2[nH]ncc2-c2csc(C)n2)c(O)c1,-3,-1,-1,0,-3,1,-6,-12,16
COc1ccc(CNC(=O)C(=O)NCCCn2ccnc2)cc1,-5,0,-4,8,-1,4,0,-5,-2
Cc1cc(C)nc(SCCN2CCOCC2)n1,0,-3[fluorescence artefact?],0,3,4,50[fluorescence artefact?],-2,-17,1
Cn1c(=O)c2c(nc(Oc3ccccc3)n2C)n(C)c1=O,2&0,-4&-2,2&5,7&13,2&-1,-14&27,-8,-13&-22,-3&-4
O=[N+]([O-])c1cccnc1N1CCC(c2cc(-c3ccc(Cl)cc3)n[nH]2)CC1,-1,10,-1,0,-1,54,x,-15,5
CCc1ccc(/C=C2/C(=O)N(C)C(=S)N2CC(=O)OC)s1,1,3,9,12,1,2,-1,-46,-21
O=C(CCN1C(=O)c2cccc3cccc(c23)C1=O)Nc1ccon1,4,0,-4,10,5,-1,6,-6,4
Cc1nc(C)c(C(=O)NNC(=O)Nc2ccc(Cl)cc2)s1,2,-1,-1,0,11,0,12,-4,2
Nn1c(Cc2ccccc2F)nnc1SCn1nnc2ccccc2c1=O,5,-7,0,10,7,-5,-1,-11,-10
CCOC(=O)N1CCC(N2CCN(S(=O)(=O)c3ccc(Cl)cc3)CC2)CC1,5,1[fluorescence artefact?],2,6,-3,36[fluorescence artefact?],4,-3,-21
CCc1nnc(NC(=O)C2CCCN2S(=O)(=O)c2ccc(C)cc2)s1 (stereo not drawn),-6,3,5,-5,1,-3,x,-4,2
COc1ccc(NC(=O)N2CCN(S(C)(=O)=O)CC2)c(OC)c1,-2,4,4,5,-3,0,0,-16,5
C/C(=N/NC(=O)OC(C)(C)C)c1ccco1,4,3[fluorescence artefact?],5,12,-2,3,x,x,-30
COc1cc(CCC(=O)Nc2cccc(S(=O)(=O)N(C)C)c2)cc(OC)c1OC,-6,0,-2,-3,5,-18,-2,-9,-19
O=C(CSc1ncc(-c2ccc(F)cc2)[nH]1)NCc1ccco1,-7,x,-4,2,-1,x,0,-1,2
CC1CC1C(=O)OCC(=O)c1c(N)n(C)c(=O)n(C)c1=O (stereo not drawn),-3,2,4,3,5,-3,11,-3,-1
COC(=O)C1=C(C)NC(=O)/C1=C\c1cc(C)n(-c2cccc(C)c2)c1C,2,4[fluorescence artefact?],3,10,-5,7[fluorescence artefact?],-5,2,3
CCS(=O)(=O)c1ccc(O)c(NC(=O)COc2ccc(OC)cc2)c1,1,4,1,9,3,2,14,12,-7
N#CC(C#N)=Cc1ccc(OCC(=O)N2CCOCC2)cc1,-3,2,-1,9,1,-1,3,-12,1
Cc1cc(=O)c2ccccc2s1,2,6,2,10,3,0,5,-28,-5
COc1ccc(CN2CCN(C(C)C)C(CCO)C2)cc1Cn1cccn1 (stereo not drawn),2,3,1,8,6,-5,20,-18,x
Cc1cccc(NC(=O)C2c3ccccc3C(=O)N3CCc4ccccc4C23)n1 (stereo not drawn),5,5,2,19,-4,6,3,-14,-17
CCOC(=O)CN1C(=O)C(O)=C(C(C)=O)C1c1ccc([N+](=O)[O-])cc1 (stereo not drawn),-5,-3,0,-17,2,13,9,-20,0
O=C(CCc1nnc(-c2ccsc2)o1)NCc1ccccc1OC(F)(F)F,3,1,1,9,1,-9,x,-7,x
O=C(O)C1CCCN1c1ncccc1[N+](=O)[O-] (stereo not drawn),9,2,0,13,-4,-4,-14,-15,23
Clc1ncccc1-c1nc2ccccc2n1Cc1ccccc1,-3,8,0,8,-1,-8,-4,-23,5
COc1ccccc1N1CCN(C(=O)CN2C(=O)c3ccccc3C2=O)CC1,-3,0,-2,10,-1,-8,7,-8,-32
CCOc1nc(NC(=O)NS(=O)(=O)c2cccc(Cl)c2)nc(-c2ccccc2)n1,8,1[fluorescence artefact?],-2,21,2,-7,-2,5,-17
COc1ccc(NS(=O)(=O)c2ccc3nc(COc4cccc5ccccc45)[nH]c3c2)cc1,6,-2,1,9,13,-21,6,5,-20
O=C1NCC(O)=C1C=NC12CC3CC(CC(C3)C1)C2,5&-9,2&-9[fluorescence artefact?],3&1,3&9,9&-4,-5&9[fluorescence artefact?],-3&-2,13&-12,2&-18
CCOC(=O)CN(C(=O)CSc1nnc(CNc2ccc(C)cc2C)n1CC)c1ccccc1,3,4,1,20,2,7,x,2,-6
Cc1cc(NC2CCCCC2)nc(NCc2ccccc2)n1,-1,-4,-3,3,1,0,x,-14,-11
CN(C)S(=O)(=O)c1ccc(NC(=O)Cn2ccsc2=N)cc1,0,6,-1,10,1,3,0,-11,4
CCCC(C)C(=O)Nc1nc(C)c(-c2csc(Nc3cc(OC)ccc3OC)n2)s1 (stereo not drawn),-6,7[fluorescence artefact?],-5,-2,3,47,-1,-15,x
C=CCOc1ccc(NC(=O)C2CC(=O)N(C(C)C)C2)cc1 (stereo not drawn),-9,-8[fluorescence artefact?],-4,2,-4,-3[fluorescence artefact?],3,-18,-24
